IDH1 R132H inh: blocks human mutant IDH1 R132H enzyme | O75874 | actives 0.093% (n = 390,000) | IDH1-R132H enzyme, NADPH consumption, diaphorase/resazurin fluorescence | Potency, µM (top dose mostly 76.6 µM), without a hit: at the top dose activity change, negative = inhibition, most hits filed as inhibitors | AID 602179; further: potency means the concentration at half of the fitted maximal effect; on the % scale 0 is the no-effect control and ±100 the full control effect; nearly all actives have a fitted effect of over 65% in size
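IDH1-R132H (0.5 ug/mL) preincubated 30 min with compound, then NADPH (0.016 mM) and alpha-KG (2 mM) added; 80 min at RT, pH 7.5. Remaining NADPH coupled via diaphorase/resazurin to fluorescence (540/590 nm); concentration-response curves normalized to no-enzyme control.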
TRHR agonist: TRH receptor (human) agonism; actives 0.18% (n = 360,000); TRHR cells, calcium flux fluo-8, FDSS agonist mode; activation, % at 2 µM; AID 493084; P34981; in the data active means activation above about 30%; further: 0% is about no effect
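Agonist-mode FDSS calcium read (Ex 480/Em 530, 1 s cycles) in 1536-well TRHR cells with fluo-8 dye, after 10-cycle baseline and 23 nL compound addition; TRH at EC20 (10 nM final) added afterwards for the enhancer phase.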
TrxR1 substrate: rat thioredoxin reductase 1 substrate activity; purified TrxR1 substrate turnover, NADPH consumption readout; Potency, µM (top dose mostly 114 µM), for the others: top-dose activity change, negative = substrate turnover; actives 0.01% (n = 390,000); further: potency means the concentration at half of the fitted maximal effect; on the % scale 0 is the no-effect control and ±100 the full control effect; nearly all actives have a fitted effect of over 50% in size
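Rat TrxR1, dispensed at 90 nM, was prereduced with 400 uM NADPH (final) for 5 min at ~22 deg C, then incubated with compound 15 min before 400 uM selenite. A first-read NADPH fluorescence drop versus no-compound background flagged substrates.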
TRHR enhancer: TRH receptor (human) allosteric enhancement. P34981. TRHR cells, fluo-8 calcium fluorescence, EC20 TRH enhancement. enhancement, % at 2 µM. actives 0.66% (n = 360,000); in the data active means enhancement above about 30%; further: 0% is about no effect
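TRHR-expressing cells loaded with fluo-8 calcium dye were read kinetically (ex 480/em 530) during compound addition, then stimulated with an EC20 of TRH (10 nM final). Enhancement of the Gq-mediated intracellular calcium response was scored.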
USP1 inh: inhibitors of human USP1/UAF1 deubiquitinase. O94782. recombinant USP1/UAF1, Ub-Rhodamine cleavage fluorescence. Potency, µM (titrated, usually from 57.1 µM), for the others: at the highest dose activity change, negative = inhibition, usual class: inhibitors. actives 0.23% (n = 390,000). AID 743255; further: potency means the concentration at half of the fitted maximal effect; on the % scale 0 is the no-effect control and ±100 the full control effect; nearly all actives have a fitted effect of over 60% in size; inactives centre near -12
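1 nM enzyme complex + cpd, 15 min RT; start with Ub-Rho 150nM final; kinetic fluorescence ex 480/em 540, 6 reads q60 s. Buffer 50mM HEPES pH 7.8, 0.5mM EDTA, 0.1 mg/ml BSA, 1mM TCEP, 0.01% Tween-20.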
D2 agonist: D2 dopamine receptor (human) agonism. AID 485358. HEK293 T-REx D2 cells, calcium flux agonist mode. actives 0.53% (n = 340,000). P14416. activation, % at 2 µM;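 active means activation over 3 SD above normal in the single-dose calcium agonist read, cut at about 30% in these data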; further: 0% is about no effect
Target sequence (P14416 whole entry, looked up): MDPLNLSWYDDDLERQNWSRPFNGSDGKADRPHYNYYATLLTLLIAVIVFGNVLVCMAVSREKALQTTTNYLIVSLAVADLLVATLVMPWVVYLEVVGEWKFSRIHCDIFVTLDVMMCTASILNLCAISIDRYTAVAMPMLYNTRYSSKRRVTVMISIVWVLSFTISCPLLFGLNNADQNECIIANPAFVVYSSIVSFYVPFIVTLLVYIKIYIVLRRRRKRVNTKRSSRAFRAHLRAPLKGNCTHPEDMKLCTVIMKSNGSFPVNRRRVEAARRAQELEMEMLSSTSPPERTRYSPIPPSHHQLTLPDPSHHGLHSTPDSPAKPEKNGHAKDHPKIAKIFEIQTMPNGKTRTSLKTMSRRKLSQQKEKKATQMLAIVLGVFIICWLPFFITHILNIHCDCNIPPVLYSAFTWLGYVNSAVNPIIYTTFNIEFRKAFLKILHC
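Agonism is scored from calcium flux in a force-coupled, inducible HEK293 cell line expressing D2, read kinetically for 180 s after compound addition against dopamine controls.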
rTrxR1 inhibitor: rat TrxR1 inhibition; O89049; recombinant rTrxR1, NADPH fluorescence consumption, selenite substrate; Potency, µM (top dose mostly 114 µM), inactives show at the highest dose activity change, negative = inhibition, hits mostly inhibitors; actives 1% (n = 390,000); further: potency means the concentration at half of the fitted maximal effect; on the % scale 0 is the no-effect control and ±100 the full control effect; nearly all actives have a fitted effect of over 65% in size
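Rat TrxR1 (90 nM in the dispensed reagent) was pre-reduced with 400 uM NADPH for 5 min at room temperature, then incubated with compound for 15 min. After 400 uM selenite was added, NADPH fluorescence (Ex 340/Em 450 nm) was followed for 8 min.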
D2 antag: antagonizes the human D2 dopamine receptor; HEK293 TREx D2 cells, calcium flux, dopamine EC80; inhibition, % at 10 µM; actives 2% (n = 340,000); in the data active means inhibition above about 30%; further: 0% is about no effect
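In this primary screen, negative modulation is detected by tracking calcium flux after an EC80 dopamine challenge in inducible HEK293 T-REx D2 cells preexposed to test compound for 180 s.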
PI4K2A inh: PI4K2A (human) kinase inhibition; Q9BTU6; purified PI4K2A, ADP-Glo luminescence, 1 h; stronger effect = lower value; activity change, negative = inhibition, % at 76.9 µM; actives 0.13% (n = 420,000); in the data active means activity change below about -50%; inconclusive means mostly about -30% to -49%;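 further: -100% = wells without enzyme as full effect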
Target sequence (Q9BTU6 whole entry, looked up): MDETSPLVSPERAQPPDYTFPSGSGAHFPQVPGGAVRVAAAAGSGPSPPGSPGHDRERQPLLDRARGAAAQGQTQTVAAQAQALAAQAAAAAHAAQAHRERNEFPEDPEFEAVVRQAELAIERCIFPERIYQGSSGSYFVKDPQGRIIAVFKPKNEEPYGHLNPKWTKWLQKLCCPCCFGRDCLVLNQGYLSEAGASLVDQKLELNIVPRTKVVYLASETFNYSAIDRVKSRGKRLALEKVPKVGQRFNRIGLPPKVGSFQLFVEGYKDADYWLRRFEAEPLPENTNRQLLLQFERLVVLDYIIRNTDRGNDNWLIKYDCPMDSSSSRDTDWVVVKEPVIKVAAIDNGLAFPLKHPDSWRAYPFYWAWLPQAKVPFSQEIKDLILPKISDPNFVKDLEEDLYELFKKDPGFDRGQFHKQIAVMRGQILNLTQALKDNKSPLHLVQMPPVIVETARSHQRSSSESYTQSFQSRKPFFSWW
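In this quantitative HTS, ADP production by PI4K2A was quantified luminescently after 1 h at ambient temperature; 100 microM adenosine served as plate-quality control.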
An asterisk follows results filed as active; ? = inconclusive; / = not tested or not shown; & = joins results of further samples; [ ] = dose if it differs, or a comment. Unless noted, the call rests on the fitted dose curve; in most records, active means well fitted inhibition curve with a large enough effect; inconclusive means small, poorly fitted or top-dose-only effect; inactive means no such curve, though single readings can be large or run the other way.

SMILES | IDH1 R132H inh | TRHR agonist | TrxR1 substrate | TRHR enhancer | USP1 inh | D2 agonist | rTrxR1 inhibitor | D2 antag | PI4K2A inh
Cc1c(Cl)cccc1-n1nc(C)c2c(C)cc(=O)n(CC(=O)N3CCCc4ccccc43)c21 | -5% | 0.4 | -4%[57.1 µM] | -6 | -9% | 0.9 | 12%[57.1 µM] | / | 4
CCOc1ccc(C(=O)N2CCN(CCc3ccccn3)CC2)cc1 | 26% | -0.5 | 6% | 0 | -18% | 0.2 | 13% | / | 0
CCc1[nH]nc(C(=O)N2CCCC(Nc3ccc(C(C)C)cc3)C2)c1C (stereo unspecified) | 4% | -0.6 | 6% | -4 | -12% | -0.3 | 6% | -1 | 1
Cc1ccc(NC(=O)CCNS(=O)(=O)c2ccc3c(c2)CCN3C(=O)C2CC2)c(Cl)c1 | -10% | 0.0 | 1%[57.1 µM] | 4 | -24% | 0.9 | 8%[57.1 µM] | / | -1
NC(=O)C1(N2CCCCC2)CCN(C(=S)NCCc2ccccc2)CC1 | -5% | 0.1 | -2% | -1 | -16% | 0.3 | 9% | 3 | 1
O=S(=O)(NCC1CC1)c1cc(Cl)cc(Cl)c1 | 8% | -0.4 | 8% | -1 | -6% | / | 13% | / | -1
Cc1cc(NC(=O)Nc2ccccc2)n(-c2ccccc2)n1 | 2% | -0.4 | 0%[57.1 µM] | -3 | -16% | 0.7 | 4%[2.29 µM] | 31* | 0
CS(=O)(=O)c1ccc(N)c(SSc2cc(S(C)(=O)=O)ccc2N)c1 | ? | 0.0 | -5%[57.1 µM] | -1 | -11% | 0.3 | 77%[activator][57.1 µM] | 1 | -15
Cc1ccccc1CO/N=C/c1[nH]ncc1Br | -1% | -2.4 | -7% | -4 | -19% | -0.9 | -15% | 21 | -2
O=C(c1coc(=O)c(Br)c1)N1CCC(C(O)(c2ccccc2)c2ccccc2)CC1 | 1% | 0.9 | 55%[activator][57.1 µM] | 6 | -23% | -0.8 | 11%[57.1 µM] | -11 | 0
Cc1ccccc1NC(=O)CSc1nc2ccccc2c2nc(CCn3cncc3C)nn12 | 8%&1% | -0.4&-1.4 | 0%[57.1 µM] | 2&-3 | -20%&-10% | 0.3&-0.2 | 10%[57.1 µM] | -4 | 2&0
CCc1ccc2oc(C(=O)Nc3cc(Cl)ccc3OC)cc(=O)c2c1 | -8% | 0.4 | 4% | 7 | -22% | / | 27% | / | 1
CC(CNC(=O)c1ccccc1Cl)c1ccccc1 (stereo unspecified) | 0% | 0.3 | 5% | -4 | -11% | 0.0 | 20%[11.4 µM] | 1 | 2
CC(=O)Oc1ccc(/C=N/NC(=O)C2CCCN2S(=O)(=O)c2ccc(Cl)cc2)cc1 (stereo unspecified) | 4% | 0.2 | -12%[57.1 µM] | -5 | -16% | / | -5%[57.1 µM] | / | 2
CCCc1c(C)c2ccccc2[nH]c1=O | -3% | -0.6 | 8%[57.1 µM] | 41* | -6% | -0.8 | -9%[57.1 µM] | 3 | -2
CC[C@]12c3[nH]c4cc(CCC(=O)N(C)C)ccc4c3CCN1C(=O)[C@@H](CC(=O)NC(C)(C)C)C[C@@H]2C(=O)N1CCN(C(=O)C2CC2)CC1 | 10% | / | 10% | / | -15% | / | 25% | / | -2
COc1ccc(C=CC(=O)c2ccc([N+](=O)[O-])cc2)cc1 | -2% | / | -3% | / | -19% | / | -6% | / | 1
CCN1CCCC1CNC(=O)CSc1cc(=O)n(C)c2cc(Cl)ccc12 (stereo unspecified) | 9% | 0.3 | -5% | -5 | 5% | 0.4 | -17% | 3 | 4
Cn1c(CNC(=O)c2ccccc2F)cc2ccccc21 | -3% | 0.1 | -6% | -3 | -11% | 1.1 | 10% | 3 | -3
CCCCn1c(=N)n(CCOc2ccc(C)cc2)c2ccccc21 | 2% | 0.0 | -3% | 1 | -6% | 3.5 | -3% | 11 | -1
CN(CC(=O)Nc1cccc(F)c1)C(=O)CCCN1C(=O)c2cccc3cccc(c23)C1=O | 5% | -0.6 | 36%[activator] | -9 | -11% | -0.3 | 39%[activator] | -3 | 1
O=C(CC1S/C(=N\S(=O)(=O)c2ccc(F)cc2)N(c2ccccc2)C1=O)Nc1ccccc1 (stereo unspecified) | 9% | -0.5 | -7% | -3 | -9% | -0.4 | 5% | -2 | 0
COc1cc(S(=O)(=O)NCc2cccnc2)ccc1F | 5% | -0.4 | -7% | 9 | -5% | 0.4 | -3% | 9 | -2
COc1ccc(CC(=O)Nc2nc(-c3cc(OC)ccc3OC)cs2)cc1 | 7% | -0.5 | -17%[57.1 µM] | 0 | -20% | -0.8 | 29%[57.1 µM] | -9 | -3
CCCCCCn1c(SCCN2CCOCC2)nc2c1c(=O)[nH]c(=O)n2C | 11% | 0.8 | -7% | -4 | -15% | -0.4 | 1% | 21 | 0

In a second layout: entries from further up
Compound	IDH1 R132H inh	TRHR agonist	TrxR1 substrate	TRHR enhancer	USP1 inh	D2 agonist	rTrxR1 inhibitor	D2 antag	PI4K2A inh
NC(=O)C1(N2CCCCC2)CCN(C(=S)NCCc2ccccc2)CC1	-5%	0.1	-2%	-1	-16%	0.3	9%	3	1
O=S(=O)(NCC1CC1)c1cc(Cl)cc(Cl)c1	8%	-0.4	8%	-1	-6%	/	13%	/	-1

By substructure: the entries above with an aryl thioether with sulfur outside any ring
SMILES | IDH1 R132H inh | TRHR agonist | TrxR1 substrate | TRHR enhancer | USP1 inh | D2 agonist | rTrxR1 inhibitor | D2 antag | PI4K2A inh
Cc1ccccc1NC(=O)CSc1nc2ccccc2c2nc(CCn3cncc3C)nn12 | 8%&1% | -0.4&-1.4 | 0%[57.1 µM] | 2&-3 | -20%&-10% | 0.3&-0.2 | 10%[57.1 µM] | -4 | 2&0
CCN1CCCC1CNC(=O)CSc1cc(=O)n(C)c2cc(Cl)ccc12 (stereo unspecified) | 9% | 0.3 | -5% | -5 | 5% | 0.4 | -17% | 3 | 4
CCCCCCn1c(SCCN2CCOCC2)nc2c1c(=O)[nH]c(=O)n2C | 11% | 0.8 | -7% | -4 | -15% | -0.4 | 1% | 21 | 0

Next records.
SMILES | IDH1 R132H inh | TRHR agonist | TrxR1 substrate | TRHR enhancer | USP1 inh | D2 agonist | rTrxR1 inhibitor | D2 antag | PI4K2A inh
Cc1ccccc1C(=O)NC(=S)Nc1ccc(S(=O)(=O)N2CCN(C)CC2)cc1 | 2% | 0.6 | -9%[57.1 µM] | 7 | -18% | -0.6 | ? | 8 | -6
COC(C[C@H](O)CC(=O)COCc1ccccc1)OC | -10% | -0.1 | 13%[57.1 µM] | 0 | -8% | 0.1 | 26%[57.1 µM] | 19 | 0
O=C(CSC(=S)N1CCOCC1)Nc1nc(-c2ccccc2)c(-c2ccccc2)o1 | 8% | 1.1 | -4% | -3 | -23% | -0.1 | 3% | 1 | 6
Cc1cccc(CN2C(=O)/C(=C\c3ccc(C(=O)NCCN4CCOCC4)cc3)Sc3ccccc32)c1 | -8% | 1.4 | -5% | 13 | -13% | -0.2 | 4% | 14 | -2
Cc1cc(C)c(S(=O)(=O)N2CCN(C(=O)N3CCOCC3)CC2)c(C)c1 | -3% | 1.0 | 4% | 2 | -22% | 1.0 | 35% | 22 | -1
CC(C)(C)NC(=O)CCCSc1nc2ccccc2s1 | -1% | -0.4 | 12%[57.1 µM] | -7 | -14% | 2.5 | 27%[57.1 µM] | 3 | 4
CNC(=S)Nc1ccc(C)c(NC(=S)NC)c1 | -2% | 0.0 | 6%[57.1 µM] | -3 | -8% | 2.5 | 27%[57.1 µM] | 2 | -1
COc1ccc(NC(=O)Nc2cnccn2)c(OC)c1 | 14% | -0.3 | 6% | -5 | -20% | -0.8 | 16% | -4 | -1
CC(NC(=O)COC(=O)COc1cccc2c1OC(C)(C)C2)c1ccccc1 (stereo unspecified) | 9% | -1.1 | -5% | 1 | -9% | 0.4 | 2% | -9 | 6
COc1ccc(CCC(=O)NCCc2csc(-c3cccc(C)c3)n2)cc1 | -9% | -1.0 | 4%[57.1 µM] | 19 | -6% | 1.2 | 13%[57.1 µM] | / | -3
C/C(=N/Nc1nc(C)c(C)s1)c1cccc([N+](=O)[O-])c1 | -3% | -0.3 | -5% | 0 | 0% | 1.0 | 3% | -2 | 1
CCC(=O)Nc1ccc(C(=O)COC(=O)CCN2C(=O)C3CC=CCC3C2=O)cc1 (stereo unspecified) | 3% | -0.6 | 6% | -5 | -7% | -0.2 | -18% | -9 | -2
CN(C)C(CNC(=O)c1cnc(Cl)c(Cl)c1)c1ccccc1 (stereo unspecified) | 17% | -0.1 | 2% | 11 | -18% | 0.1 | ? | -19 | -2
CC(C)(C)C(=O)O/N=C1\CCS(=O)(=O)c2sccc21 | 3% | -0.6 | -8% | -1 | -7% | -1.1 | 6%[57.1 µM] | 1 | 8
COC(=O)[C@@]12CCCN1[C@H](c1ccc(-c3ccc4c(c3)OCO4)cc1)[C@H]1C(=O)N(C)C(=O)[C@H]12 | 0% | / | -3%[57.1 µM] | / | -11% | / | 8%[57.1 µM] | / | 4
C=CCOC(=O)C1=C(C)N=C2SCCC(=O)N2C1c1cccs1 (stereo unspecified) | 6% | -1.5 | -10%[57.1 µM] | 2 | -20% | -1.0 | -5% | 5 | -1
Cc1nc2c(-c3ccccc3)c(C)nn2c(C)c1CCC(=O)O | -5% | 0.2 | 1% | -1 | -22% | -0.9 | 2% | -4 | -3
O=C(O)C1CCCCN1S(=O)(=O)c1ccc2ccccc2c1 (stereo unspecified) | 5% | -0.5 | -2% | 4 | -3% | 0.3 | -3% | 1 | 5
Cc1cccc(C(c2sc3nc(-c4ccco4)nn3c2O)N2CCN(Cc3ccccc3)CC2)c1 (stereo unspecified) | 10% | -0.3 | 4%[57.1 µM] | -1 | -27% | -1.1 | -2%[57.1 µM] | / | 27
Cc1noc(C)c1S(=O)(=O)N1CCC(C(=O)N2CCC(C)CC2)CC1 | 9% | 0.4 | 2% | -4 | -17% | 0.9 | 12% | 7 | 5
CC(=O)Nc1cccc(NC(=O)CSc2cn(CC(=O)N3CCCCCC3)c3ccccc23)c1 | -17% | -1.1 | -4% | -11 | -34% | -0.1 | 14% | / | 0
c1ccc(COCCCn2cc(-c3ccccc3)nn2)cc1 | 15% | -1.8 | 7% | -5 | -16% | -2.2 | 10% | -23 | -3

Source: PubChem
